# Assay outcomes deposited in PubChem BioAssay by The Scripps Research Institute Molecular Screening Center.
# OXTR potentiate – human OXTR potentiation; P30559; CHO-OTR cells, Fluo-8 calcium fluorescence, potentiator mode; 0% = oxytocin EC15, 100% = EC100; activation, % at 3 µM; 320,000 tested, 0.061% active; AID 2445;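 active = activation above that plate's cutoff, the mean activation of tested compounds plus 3 SD, cut at about 6.6% in these data, passing the limit was not always enough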;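 also: 100% uses oxytocin at 75 nM as the full agonist control; some results filed as inactive read as strong as hits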
#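 System: human OTR in CHO cells; Also added: sub-maximal oxytocin, roughly EC15; Timing: compound 6 min at room temperature before oxytocin, 100 s read; Technique: Fluo-8 intracellular calcium fluorescence, ex 470-495, em 515-575 nm; Controls: oxytocin EC15 low and EC100 high; Replication: singlicate.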
# M1 PAM – positive allosteric modulators of human M1 muscarinic receptor; P11229; CHO-K1 hM1, Fluo-8 calcium fluorescence, ACh EC20; 0% = ACh EC20, 100% = maximal ACh; activation, % at 3 µM; 360,000 tested, 0.088% active; AID 588819; in the data active = activation above about 19%, passing the limit was not always enough
# Target sequence (P11229 whole entry, looked up): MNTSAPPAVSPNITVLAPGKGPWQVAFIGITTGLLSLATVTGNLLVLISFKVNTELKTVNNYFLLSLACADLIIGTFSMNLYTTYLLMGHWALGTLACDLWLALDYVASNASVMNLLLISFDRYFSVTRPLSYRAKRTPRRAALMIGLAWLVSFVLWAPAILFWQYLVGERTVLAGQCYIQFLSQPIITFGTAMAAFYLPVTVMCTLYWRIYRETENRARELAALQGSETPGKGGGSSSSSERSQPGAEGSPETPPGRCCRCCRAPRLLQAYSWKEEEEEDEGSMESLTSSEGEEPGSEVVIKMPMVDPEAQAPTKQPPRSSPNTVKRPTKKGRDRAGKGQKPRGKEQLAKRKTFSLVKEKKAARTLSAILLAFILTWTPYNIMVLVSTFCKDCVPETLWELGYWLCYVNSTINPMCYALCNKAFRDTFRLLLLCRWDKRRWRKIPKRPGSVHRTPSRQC
# M1 ag – activates human CHRM1 receptor; P11229; CHO-K1 hM1, Fluo-8 calcium fluorescence, agonist mode; 0% DMSO, 100% acetylcholine EC100; activation, % at 3 µM; 360,000 tested, 0.33% active; AID 588814;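 active = activation above the run's mean compound activation plus 3 SD, cut at about 16% in these data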;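 also: peak over basal fluorescence ratio within a 140 s kinetic read after compound addition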
# CHO parental Ca – counter-screen for OX1R antagonists: effect in parental CHO cells | inhibition, % at 5.6 µM | parental CHO-K1, ATP-induced calcium, Fluo-8 fluorescence | 330,000 tested, 0.63% active;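 active = inhibition above that plate's mean sample inhibition plus 3 SD, cut at about 26% in these data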;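 also: 0% = ATP-challenged DMSO wells and 100% = DMSO wells without ATP; some compounds past the cut are filed as inactive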
#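 Material: Parental CHO cells | Reagent: ATP | Compound dosing: Single nominal dose of 5.6 µM per compound | Detection: Intracellular calcium via Fluo-8 no-wash fluorescent dye | Read-out: % inhibition of ATP-induced calcium mobilization | Benchmarks: Low control ATP plus DMSO, high control DMSO only | Replicates: Singlicate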
# M1 antag – human CHRM1 antagonism; P11229; CHO-K1 hM1, Fluo-8 calcium fluorescence, ACh EC80 antagonist; inhibition, % at 3 µM; 360,000 tested, 1.3% active; AID 588852;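 active = percent inhibition above its own plate's cutoff, namely the mean of that plate's compound wells plus 3 SD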;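 also: peak over basal fluorescence ratio during 140 s after agonist addition; 0% = ACh EC80 plus DMSO and 100% = DMSO alone without agonist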
# CHO-K1 Ca antag – counter-screen for M1 antagonists: effect in parental CHO-K1 cells | ATP-induced calcium, Fluo-8 fluorescence | inhibition, % at 3 µM | 360,000 tested, 0.6% active;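 active = inhibition above a per-plate cutoff, the plate's mean sample inhibition plus 3 SD, cut at about 24% in these data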;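 also: 0% = DMSO plus EC80 ATP and 100% = DMSO alone without ATP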
# M4 ag – CHRM4 agonism in calcium assay; 360,000 tested, 0.14% active; CHO-K1 hM4/Gqi5, Fluo-8 calcium fluorescence; vehicle 0%, full acetylcholine response 100%; AID 624127; activation, % at 3 µM;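 active = activation above the run mean over all test wells plus 3 SD, cut at about 32% in these data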;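 also: peak over basal fluorescence ratio per well then scaled between controls; 0% = DMSO wells and 100% = acetylcholine at EC100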
# Target sequence (P08173 whole entry, looked up): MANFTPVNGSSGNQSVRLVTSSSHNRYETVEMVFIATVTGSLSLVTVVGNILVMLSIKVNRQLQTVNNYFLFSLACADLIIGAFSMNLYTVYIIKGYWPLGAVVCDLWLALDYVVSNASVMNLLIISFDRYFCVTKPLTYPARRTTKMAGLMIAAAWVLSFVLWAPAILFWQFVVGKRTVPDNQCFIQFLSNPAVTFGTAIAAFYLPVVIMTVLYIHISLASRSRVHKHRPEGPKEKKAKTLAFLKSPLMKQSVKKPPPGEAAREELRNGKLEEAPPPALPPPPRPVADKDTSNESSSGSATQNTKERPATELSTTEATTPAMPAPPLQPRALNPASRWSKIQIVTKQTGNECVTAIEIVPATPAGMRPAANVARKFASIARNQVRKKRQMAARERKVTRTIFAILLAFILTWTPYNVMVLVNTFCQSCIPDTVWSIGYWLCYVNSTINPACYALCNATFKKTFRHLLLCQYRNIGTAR
# CHRM4 antagonist – blocks acetylcholine activation of human M4 receptor; CHO-hM4 cells, ACh EC80, Fluo-8 calcium fluorescence; 360,000 tested, 0.73% active; inhibition, % at 3 µM; P08173;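 active = inhibition above its plate's cutoff, the mean inhibition of sample wells plus 3 SD, cut at about 27% in these data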;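 also: 0% = acetylcholine EC80 with DMSO and 100% = DMSO without agonist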
# CHO-K1 Ca ag – M1 agonist counterscreen hit in parental CHO-K1 cells; Fluo-8 calcium fluorescence; scaled to maximal ATP response, vehicle zero; AID 602248; activation, % at 3 µM; 360,000 tested, 0.48% active; in the data active = activation above about 15%;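 also: untransfected CHO-K1 host cells lacking M1 receptor as counterscreen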
# The depositor's hits bear a star; / = not tested or not shown. Compounds as they come. About 2.9% of those tested had a hit in this group.
# Sequence of screens – OXTR potentiate	M1 PAM	M1 ag	CHO parental Ca	M1 antag	CHO-K1 Ca antag	M4 ag	CHRM4 antagonist	CHO-K1 Ca ag
O=C(c1ccccc1Oc1ccccc1)N1CCN(c2ccccc2F)CC1
  -14	3	-6	-10	-10	-14	1	-5	0.0
Cc1c(Br)c([N+](=O)[O-])nn1CC(=O)N1CCCc2ccccc21
  -10	5	-4	-5	-12	-5	0	-4	0.1
Cc1cccc(C)c1OCc1cc(C(=O)N2CCC(C3CCCCC3)C2)no1 (stereo not given)
  -11	6	-2	-5	-2	6	0	-13	0.0
O=C(CCc1nc2ccccc2c(=O)[nH]1)N1CCN(S(=O)(=O)c2ccc(F)cc2)CC1
  -6	-3	-8	-15	2	-7	1	8	0.4
CCCc1cnc(N2CCN(C(=S)NC)CC2)nc1
  2	6	-3	-15	-2	-4	1	-5	2.1
CCCC(=O)NNC(=O)CC(=O)Nc1ccccc1C(=O)O
  -1	10	-2	14	-8	-10	0	-4	1.1
COc1ccc(C=C2CS(=O)(=O)CC(=Cc3ccc(OC)cc3)C2=O)cc1
  /	4	1	/	3	5	10	6	2.7
Cc1ccc(NC(=O)COC(=O)c2cc(Cl)ccc2Cl)c(Br)c1
  -10	0	-12	-11	-1	4	-1	6	7.6
CCN(c1ccccc1)S(=O)(=O)c1cccc(C(=O)NCc2ccncc2)c1
  -9	9	-3	-23	-14	-4	7	-11	2.5
COc1ccc(CCNC(=O)/C=C/C(=O)O)cc1
  -15	8	3	3	-6	-20	1	-1	0.8
CCOC(=O)Cc1csc(NC(=O)CSc2nccn2C)n1
  -10	22	1	-3	-23	-8	1	-4	0.8
CCOc1ccccc1C=NN=Cc1ccccc1O
  /	-5	-3	/	6	1	0	7	0.0
CCCc1ccc2oc(C(=O)NCc3nnc(C)o3)c(C)c2c1
  /	6	-3	/	-7	-13	2	-10	0.4
CC1(C)Cc2c(cnn2-c2ccccc2)C(=O)/C1=N\NC(=O)c1ccccc1O
  -9	-4	-2	-5	7	-10	3	4	1.4
CC1=NOC(=O)/C1=C\c1ccc(-c2ccc(Cl)cc2Cl)o1
  /	9	-2	/	-22	-7	0	-2	0.3
CCOc1ccc(CCNC(=O)Nc2cccc(OC)c2)cc1OCC
  -18	-1	0	-13	3	0	17	-1	6.3
C/C(Cl)=C\Cn1c(O)c(N=O)c2ccccc21
  -8	8	5	-7	-2	12	-1	-15	-0.4
O=C(Nc1ccc(Cl)cc1)N1CCCN(Cc2ccc(F)cc2)C1
  -9	1	-5	-8	7	6	4	10	2.1
CSc1ccccc1NC(=O)CN(c1cc(C)cc(C)c1)S(C)(=O)=O
  -17	4	-1	-20	-1	-10	1	-3	0.2
COc1ccccc1Cc1c(-c2ccc(Cl)cc2)nc2ccc(Br)cn12
  /	10	-6	/	-7	13	-2	-9	0.2
CC(=O)N1CCN(c2ccc(NS(=O)(=O)c3ccc(C)cc3)cc2)CC1
  -5	-1	-2	6	7	-15	2	-1	0.8
Fc1ccc(N2CCN(Cc3ccccn3)CC2)cc1
  -10	1	-6	7	17	-9	2	2	2.0
CC(=O)OC1CCC2C3CCC4=CC(=O)CCC4(C)C3CCC2(C)[C@]1(C)O (stereo not given in full)
  -8	-1	-3	-13	8	6	0	4	0.7
COc1ccc(NC(=S)N2CCN(C(=O)c3ccco3)CC2)c(OC)c1
  -9	6	-2	-3	-6	-1	1	8	0.5
COc1ccccc1Cn1c(C)nnc1-c1cnn(C)c1N
  -4	11	-2	-6	-8	0	3	-9	0.5
CCN(CC)C1=N/C(=C\c2ccc(OC)cc2)C(=O)N1c1ccccc1
  -9	2	-11	-13	-10	-8	-1	-6	0.1
O=C(Nc1nc2ccccc2s1)C1CC(=O)N(c2ccc(Br)cc2)C1 (stereo not given)
  -1	5	-3	-12	1	-4	1	-5	1.6
CC1(C)OC(=O)N(c2ccccn2)C1(C)O (stereo not given)
  -12	4	-2	17	-5	-15	0	0	0.1
COc1ccc(NS(=O)(=O)c2cccc(C(=O)NCC(c3ccccc3)N(C)C)c2)cc1 (stereo not given)
  -4	-9	2	-35	19	3	3	0	3.3
CC(C)c1nc2cc(C(=O)N3CCNC(=O)C3c3cccc(F)c3)ccc2o1 (stereo not given)
  -7	1	-3	-11	-1	-8	1	-1	1.3
O=C(NCCCN1CCCCC1)c1ccc(CS(=O)c2ccc(F)cc2)o1 (stereo not given)
  -6	0	-5	-5	-1	-1	0	4	0.2
O=C(COC(=O)c1ccc(S(=O)(=O)N2CCOCC2)cc1)NC1CCCCCC1
  -5	8	-6	-5	-2	-17	3	-4	1.6
Cc1ccc(-c2cc3nc(NCCOc4ccccc4Cl)n(C)c(=O)c3s2)cc1
  /	5	-2	/	-18	-6	0	-5	0.6
CC(C)(C)c1ccc(S(=O)(=O)NCCc2ccncc2)cc1
  -5	-3	-1	-1	-11	4	5	9	3.5
CCc1ccc(C(=O)CSc2n[nH]c(C)n2)cc1
  -1	4	-5	-7	-3	3	-1	2	-0.3
Cc1ccc(S(=O)(=O)NCC(=O)OCC(=O)NCc2ccco2)cc1
  -1	6	-4	13	-5	-15	0	7	0.1
CCCCCCCOc1ccc(C2(C)NC(=O)NC2=O)cc1 (stereo not given)
  -9	3	-1	5	-8	-1	2	-2	0.9
COc1ccc(Nc2c3ccccc3nc3ccccc23)cc1
  -21	2	-8	-10	-9	9	2	-2	16*
O=C(COc1ccccc1)NNC(=O)c1cccs1
  0	3	-5	-4	8	-5	1	-5	0.0
CS(=O)(=O)N1CCC(C(=O)Nc2ccccc2)CC1
  1	1	-3	-10	-20	-18	1	-3	0.3

# The closing 2 records of the section before open the next one:
# Sequence of screens – OXTR potentiate	M1 PAM	M1 ag	CHO parental Ca	M1 antag	CHO-K1 Ca antag	M4 ag	CHRM4 antagonist	CHO-K1 Ca ag
O=C(COc1ccccc1)NNC(=O)c1cccs1
  0	3	-5	-4	8	-5	1	-5	0.0
CS(=O)(=O)N1CCC(C(=O)Nc2ccccc2)CC1
  1	1	-3	-10	-20	-18	1	-3	0.3
CCOc1ccc(C(=O)Nc2ccc(N3CCCC3)cc2)cc1
  -10	-5	-5	-15	6	0	0	16	-0.2
CC1CCCCN1C(=O)NC12CC3CC(CC(C3)C1)C2 (stereo not given)
  4	8	-6	-8	-7	-12	2	-10	0.5
CCN1CCc2c(C#N)c(N3CCOCC3)nc(NCc3ccccc3)c2C1
  /	-3	-6	/	-17	-2	1	-2	0.1
COc1cc2ccccc2cc1C(=O)Nc1ccc(Br)cn1
  /	15	0	/	-20	-7	0	-4	0.2
CC(C(=O)Nc1ccc2nccnc2c1)N1C(=O)C2C3C=CC(C3)C2C1=O (stereo not given)
  -3	11	-2	-3	-17	-9	1	-3	0.5
COCCn1c(=S)[nH]c2cc(C(=O)N3CCc4ccccc43)ccc2c1=O
  -8	0	1	-8	2	-12	4	-10	1.8
CCn1c(SCC(=O)Nc2nc(C)c(C)s2)nnc1-c1cccnc1
  -2	6	-9	-10	0	-19	2	-2	0.5
O=C(CCl)Nc1cc(-c2ccccc2)nn1-c1ccccc1
  -10	8	-4	-23	-5	-2	2	2	0.9
CC(=O)c1cccc(S(=O)(=O)N2CCN(c3ccccc3F)CC2)c1
  -9	-1	-3	13	-1	6	2	-1	1.2
O=C1CCCc2ccccc2N1Cc1ccc(Cl)cc1
  -10	-1	-5	3	-1	-8	-2	0	0.1
Cn1cnc(S(=O)(=O)Nc2ccccc2C(=O)NCC2CC2)c1
  -9	2	-1	-5	-6	-17	0	-10	-0.1
COc1ccc(C=C(c2nc3ccccc3s2)c2nc3ccccc3s2)cc1O
  -2	1	-6	-6	-5	-2	0	3	-0.2
CC(=O)Nc1cc(-c2ccc(CO)cc2)cn2c(-c3cccc(C(F)(F)F)c3)cnc12
  /	-7	-3	/	3	2	11	-3	2.9
COc1cccc(C=Nc2cc(C(C)C)c(O)cc2C)c1O
  /	6	2	/	-10	14	1	4	-0.5
Cc1ccc(NC2CC(=O)N(CCc3ccccc3)C2=O)cc1 (stereo not given)
  -4	3	-3	-15	-4	-12	5	-11	3.1
CN(C)S(=O)(=O)c1cccc(NC(=O)COC(=O)c2cc(=O)[nH]c(=O)[nH]2)c1
  -7	10	-4	7	-8	-12	0	4	0.5
CCCN1CCC(=O)N([C@H](CSc2ccccc2)CC(C)C)CC1
  -3	-10	-10	-23	13	-10	1	3	0.6
O=C1CCCN2N=C(SCC(=O)Nc3cccc(F)c3)SC2=N1
  -9	-2	-1	0	3	3	12	-6	11
O=c1oc(-c2cccs2)nc2ccccc12
  -7	15	0	1	-2	1	-1	22	-0.1
COC(=O)c1cc(=O)nc(NN=Cc2ccco2)s1
  /	8	-2	/	-11	0	-1	-8	0.8
Cc1ccsc1/C=N/NC(=O)CNC(=O)c1c(F)cccc1Cl
  2	14	-1	-2	-15	-7	1	-2	0.1
CSc1ccccc1-c1nnc(-c2ccccc2)o1
  -8	5	-4	-24	-33	-7	2	1	-0.1
COc1ccc(S(=O)(=O)N(C)C[C@H]2OCCCC[C@@H](C)Oc3ccc(N(C)C)cc3C(=O)N([C@H](C)CO)C[C@@H]2C)cc1
  /	6	-5	/	-19	-13	0	-16	-0.4
COc1ccc(C2C(C#N)=C(N)OC3=C2C(=O)CCC3)cc1Cn1nc(C)c([N+](=O)[O-])c1C (stereo not given)
  -14	5	-3	-26	-1	16	1	-13	-0.5
Cc1ccc(CNC(=O)C2CC(=O)N(C3CCCCCCC3)C2)cc1 (stereo not given)
  1	10	-2	-21	-16	-13	0	1	0.6
Cc1nc(CN2CCOCC2)cc(=O)[nH]1
  -19	7	-1	2	-6	-22	1	12	0.0
COc1ccccc1OCc1cc(C(=O)NCCN2CCCC(O)C2)no1 (stereo not given)
  -2	8	-4	-8	-15	2	2	-7	1.0
Cc1ccc(C(=O)OCC(=O)NNC(=O)c2ccccc2)c(O)c1
  -4	5	0	2	-4	-5	4	5	2.0
O=C(NCc1ccc(Cl)c(Cl)c1)c1cc(C2CCCCN2C(=O)c2ccccn2)on1 (stereo not given)
  /	10	-1	/	0	20	1	-8	0.1
Cc1ccc(C(=O)Nc2ccccc2N2CCCCC2)cc1[N+](=O)[O-]
  -7	-3	-3	-34	5	1	-1	4	-0.3
CCCC(C)NC(=O)c1cc(Cl)ccc1OC (stereo not given)
  -1	7	-6	-20	-6	-11	-1	1	-0.6
COC(=O)C1CCN(C(=O)COC(=O)c2cc([N+](=O)[O-])ccc2N2CCOCC2)CC1
  -1	7	-2	-12	-9	-17	2	-6	0.8
Cc1ccc(CN2CCN(Cc3cn[nH]c3-c3ccccc3)CC2CCO)o1 (stereo not given)
  -11	5	-9	-6	-2	-8	1	-11	-0.5
COc1cc(NC(=O)C(F)(F)F)cc(OC)c1
  -1	4	-6	2	-1	-8	0	4	0.3
